FadD28 FP inh = M. tuberculosis FadD28 bisubstrate binding inhibition; inhibition, % at 12.5 µM; FadD28 bisubstrate probe binding, fluorescence polarization; actives 0.22% (n = 360,000); in the data active = inhibition above about 8.5%, passing the limit was not always enough; inconclusive = no clear call, values can overlap the other calls
BoNT F protease = blocks Botulinum neurotoxin F light chain protease; Multiplex microsphere protease cleavage assay, flow cytometry; actives 0.22% (n = 360,000); inhibition, % at 10 µM; AID 588497; in the data active = inhibition above about 35%, passing the limit was not always enough; inconclusive = no clear call, values can overlap the other calls; note: plate controls were buffer without enzyme for full effect and enzyme alone for no effect
Mtb UGM inh = inhibitors of M. tuberculosis UDP-galactopyranose mutase; AID 504406; inhibition, % at 10 µM; actives 0.06% (n = 320,000); P9WIQ1; purified UGM, fluorescence polarization probe displacement; in the data active = inhibition above about 10%, passing the limit was not always enough; inconclusive = no clear call, values can overlap the other calls
Mtb BioA inh = inhibitors of Mycobacterium tuberculosis BioA enzyme; purified M. tuberculosis BioA enzyme, plate reader; inhibition, % at 9.99 µM; actives 0.096% (n = 360,000); in the data active = inhibition above about 40%; inconclusive = no clear call, values can overlap the other calls
Rv3671c protease = Rv3671c (M. tuberculosis) protease inhibition; P9WHR9; inhibition, % at 5.96 µM; actives 0.048% (n = 320,000); in the data active = inhibition above about 38%;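 note: extracellular domain of Rv3671c used as enzyme; 0% = enzyme with DMSO and 100% = no enzyme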
Target sequence (P9WHR9 whole entry, looked up, the tested form may be a part): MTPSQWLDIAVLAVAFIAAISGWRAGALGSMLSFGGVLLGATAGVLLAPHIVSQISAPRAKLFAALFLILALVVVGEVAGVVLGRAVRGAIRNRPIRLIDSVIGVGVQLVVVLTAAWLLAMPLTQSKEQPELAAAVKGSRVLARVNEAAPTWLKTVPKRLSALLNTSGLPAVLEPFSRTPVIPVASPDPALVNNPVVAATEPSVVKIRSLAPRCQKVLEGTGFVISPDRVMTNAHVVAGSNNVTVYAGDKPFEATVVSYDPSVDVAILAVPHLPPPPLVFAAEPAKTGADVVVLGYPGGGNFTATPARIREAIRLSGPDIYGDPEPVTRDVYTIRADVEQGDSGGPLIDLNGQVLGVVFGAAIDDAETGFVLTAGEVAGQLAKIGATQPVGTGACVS
GDH-TPI inh = inhibits GDH-TPI coupling enzymes, artifact for Mtb FBA screen. GDH-TPI coupled enzyme counterscreen, NADH absorbance. inhibition, % at 4.8 µM. actives 1.2% (n = 360,000). AID 588335; in the data active = inhibition above about 30%;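 note: 0% = DMSO wells and 100% = wells lacking the enzyme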
FBA Mtb inh = Mtb fructose-bisphosphate aldolase inhibition; purified M. tuberculosis FBA, fluorescence read-out; inhibition, % at 1 µM; actives 2.3% (n = 360,000); AID 588726; in the data active = inhibition above about 27%;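 note: 0% = vehicle and 100% = reference inhibitor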
Target sequence (P9WQA3 whole entry, looked up): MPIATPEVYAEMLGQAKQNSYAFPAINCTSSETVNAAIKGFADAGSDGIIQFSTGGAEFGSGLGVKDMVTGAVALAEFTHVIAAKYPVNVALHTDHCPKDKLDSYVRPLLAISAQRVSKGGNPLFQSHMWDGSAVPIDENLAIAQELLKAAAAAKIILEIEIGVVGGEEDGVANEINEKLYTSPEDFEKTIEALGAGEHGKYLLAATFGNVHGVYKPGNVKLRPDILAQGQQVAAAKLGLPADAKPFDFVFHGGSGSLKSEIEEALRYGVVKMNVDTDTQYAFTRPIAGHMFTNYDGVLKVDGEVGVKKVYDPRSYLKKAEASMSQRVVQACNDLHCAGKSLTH
PrPC surface inh = reduces human prion protein on the cell surface; AID 720596; P04156; actives 0.43% (n = 370,000); cell surface PrPC, TR-FRET read-out; inhibition, % at 13.8 µM; in the data active = inhibition above about 24%; note: 0% = median of the test wells and 100% = reference compound wells
MazEF act = increases E. coli MazEF RNase cleavage of RNA. FAM/BHQ RNA-DNA oligo cleavage fluorescence, 5 h. activation, % at 20 µM. actives 0.32% (n = 350,000); in the data active = activation above about 50%
Target sequence (P0AE70 whole entry, looked up): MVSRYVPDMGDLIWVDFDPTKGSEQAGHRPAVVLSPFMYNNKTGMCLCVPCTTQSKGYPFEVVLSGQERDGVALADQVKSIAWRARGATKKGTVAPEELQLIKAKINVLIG
* hit, by the source's call; & = joins results of further samples.

O=C1NC(c2cccnc2)C(C(=O)c2cccs2)C(O)(C(F)(F)F)N1 (stereo not given) was read as FadD28 FP inh -1.4, BoNT F protease -4, Mtb UGM inh 1.1, Mtb BioA inh -0.1, Rv3671c protease 1, GDH-TPI inh 7, FBA Mtb inh 6, PrPC surface inh 4 and MazEF act -13.
CC1CCc2nc(NC(=O)c3cc(C(C)(C)C)nn3C)sc2C1 (stereo not given) was read as FadD28 FP inh -0.9, BoNT F protease -12, Mtb UGM inh 3.5, Mtb BioA inh -1.5, Rv3671c protease 0, GDH-TPI inh 5, FBA Mtb inh 0, PrPC surface inh -3 and MazEF act 9.
`Cc1csc(Nc2ccccc2C(F)(F)F)n1` gave FadD28 FP inh -2.8, BoNT F protease 3, Mtb UGM inh 1.4, Rv3671c protease -1, GDH-TPI inh 2, FBA Mtb inh 0, PrPC surface inh -2 and MazEF act 0.
Screening Clc1ccc(-n2nnnc2-c2cnc3ccccc3c2-c2ccccc2)cc1 returned FadD28 FP inh -1.9, BoNT F protease -8, Mtb UGM inh 0.3, Rv3671c protease -13, GDH-TPI inh 4, FBA Mtb inh -2, PrPC surface inh 13 and MazEF act 3.
For Cn1c(=O)n(C)c2cc(CN3C(=O)OC(C)(C)C3(C)O)ccc21 (stereo not given) the results were FadD28 FP inh -1.0, BoNT F protease -4, Mtb UGM inh -1.4, Mtb BioA inh -0.1, Rv3671c protease 11, GDH-TPI inh -5, FBA Mtb inh -3, PrPC surface inh 9 and MazEF act 8.
Screening O=C1c2ccccc2C(=O)c2c1cccc2-n1nnc2ccccc21 returned FadD28 FP inh -1.9, BoNT F protease inconclusive, Mtb UGM inh 5.4, Mtb BioA inh 0.2, Rv3671c protease -9, GDH-TPI inh 1, FBA Mtb inh 2, PrPC surface inh -14 and MazEF act 22.
`CCCS(=O)(=O)N1CCCC(C(=O)NCCN2CCCCC2C)C1` (stereo not given) gave FadD28 FP inh -2.3, BoNT F protease 2, Mtb UGM inh 3.6, Rv3671c protease 2, GDH-TPI inh -2, FBA Mtb inh 1, PrPC surface inh -2 and MazEF act 3.
COc1ccc(O)c(C(=O)c2cc(SCC(=O)O)c3nc4sc5c(c4c(=O)n3c2)CCCC5)c1 was read as FadD28 FP inh -0.5, BoNT F protease -10, Mtb UGM inh 1.7, Rv3671c protease -130, GDH-TPI inh 8, FBA Mtb inh 2, PrPC surface inh 8 and MazEF act -31.
`Cn1cc(CNCc2cn(C)nc2-c2ccc(C3CCCCC3)cc2)cn1` gave FadD28 FP inh -3.1, BoNT F protease -7, Mtb UGM inh 0.6, Rv3671c protease -2, GDH-TPI inh 5, FBA Mtb inh 3, PrPC surface inh -9 and MazEF act -6.
Screening COc1ccc(-c2nc3ccccc3c(=O)n2CCN2CCOCC2)cc1 returned FadD28 FP inh -4.2, BoNT F protease -7, Mtb UGM inh 0.0, Mtb BioA inh 5.5, Rv3671c protease -2, GDH-TPI inh -3, FBA Mtb inh -2, PrPC surface inh -1 and MazEF act 2.
`O=C1c2ccccc2[C@@H]2C[C@@H](O)[C@H](Nc3cccc(Cl)n3)CCN12` gave FadD28 FP inh -8.4, BoNT F protease -6, Mtb BioA inh 16, GDH-TPI inh 7, FBA Mtb inh -2, PrPC surface inh 0 and MazEF act 4.
O=[N+]([O-])c1ccc(S(=O)(=O)NCCS(=O)(=O)N2CCN(c3ccccc3)CC2)cc1 was read as FadD28 FP inh -1.8, Mtb UGM inh -2.2, Mtb BioA inh -0.7, Rv3671c protease 2, GDH-TPI inh -3, FBA Mtb inh -1, PrPC surface inh -21 and MazEF act 6.
`Cn1c(=O)n(C)c2cc(C(=O)c3ccccc3)ccc21` gave FadD28 FP inh -4.9, BoNT F protease 0, Mtb UGM inh -0.6, Mtb BioA inh 6.9, Rv3671c protease 5, GDH-TPI inh 4, FBA Mtb inh 1, PrPC surface inh -1 and MazEF act 3.
Screening COc1ccccc1OCC(=O)N(Cc1nc(-c2ccc(Cl)cc2)no1)C(C)C returned FadD28 FP inh -2.7, BoNT F protease -9, Mtb UGM inh 2.1, Mtb BioA inh -0.4, Rv3671c protease 1, GDH-TPI inh 5, FBA Mtb inh 0, PrPC surface inh 2 and MazEF act 8.
`COc1ccc(Cl)cc1NC(=O)CN1CCc2ccccc21` gave FadD28 FP inh -0.9, BoNT F protease -3, Mtb UGM inh 0.7, Rv3671c protease 1, GDH-TPI inh -3, FBA Mtb inh -2, PrPC surface inh 7 and MazEF act 1.
Screening NC(=O)OCC(O)COc1ccc(Cl)cc1 (stereo not given) returned FadD28 FP inh -0.3, BoNT F protease 2, Mtb UGM inh -2.8, Mtb BioA inh -0.1, Rv3671c protease 2, GDH-TPI inh 3, FBA Mtb inh 3, PrPC surface inh 4 and MazEF act 5.
For Nc1c(Br)cc(Br)cc1CNC1CCC(O)CC1 (stereo not given) the results were FadD28 FP inh -2.0&-4.6, BoNT F protease -3&-12, Mtb UGM inh 2.4&-0.3, Mtb BioA inh -3.8&0.9, Rv3671c protease 2&6, GDH-TPI inh -3&1, FBA Mtb inh 2&-1, PrPC surface inh -1&-2 and MazEF act 0&2.
O=C(O)c1ccccc1C(=O)Nc1ccc(-n2nccc2C(F)(F)F)cc1 was read as FadD28 FP inh -2.8, Mtb UGM inh 0.9, Rv3671c protease 6, GDH-TPI inh 6, FBA Mtb inh -1, PrPC surface inh 7 and MazEF act -7.
For Cc1ccc(-c2ccc(/C=C3/NC(=O)NC3=O)o2)cc1[N+](=O)[O-] the results were FadD28 FP inh -1.6, BoNT F protease 2, Mtb BioA inh -0.2, GDH-TPI inh 24, FBA Mtb inh 0, PrPC surface inh -3 and MazEF act -15.
For O=C1N(c2ccc(Cl)c(Cl)c2)CN(Cc2ccccc2)CN1n1cnnc1 the results were FadD28 FP inh 0.0, BoNT F protease -8, Mtb UGM inh -0.3, Mtb BioA inh 8.6, Rv3671c protease 2, GDH-TPI inh 12, FBA Mtb inh 0, PrPC surface inh -6 and MazEF act -5.
Screening CCCc1nc2c(C)cc(Br)cn2c1Cc1ccc(OC)cc1C returned FadD28 FP inh -2.2, BoNT F protease 1, Mtb BioA inh 1.2, FBA Mtb inh 1 and PrPC surface inh -4.
Cc1noc(C)c1CSc1nc2ccccc2s1 was read as FadD28 FP inh -1.4, BoNT F protease -8, Mtb UGM inh -1.3, Mtb BioA inh 1.1, Rv3671c protease -15, GDH-TPI inh 3, FBA Mtb inh 2, PrPC surface inh 6 and MazEF act -4.
For CC(C)n1c(=S)[nH]c2cc(Cl)ccc21 the results were FadD28 FP inh -1.5, Mtb UGM inh 0.5, Rv3671c protease 6, GDH-TPI inh -2, FBA Mtb inh -1, PrPC surface inh -3 and MazEF act 2.
`Clc1ccc(-n2cccc2CN2CCc3c([nH]c4ccccc34)C2c2ccccn2)nc1` (stereo not given) gave FadD28 FP inh -5.4, BoNT F protease 0, Mtb UGM inh 1.5, Rv3671c protease 2, GDH-TPI inh -7, FBA Mtb inh -1, PrPC surface inh -5 and MazEF act 12.
O=c1[nH]c(NNC(=S)NC2CCCCC2)nc2c1C1(CCCC1)Cc1ccccc1-2 was read as FadD28 FP inh 1.8, Mtb UGM inh 6.3, Rv3671c protease -64, GDH-TPI inh 10, FBA Mtb inh 8, PrPC surface inh -2 and MazEF act -1.
For CCOC(=O)C1(CCOc2ccccc2)CCN(CC(O)CO)CC1 (stereo not given) the results were FadD28 FP inh -2.2, BoNT F protease -12, Mtb UGM inh -2.5, Mtb BioA inh -0.8, Rv3671c protease -8, GDH-TPI inh -7, FBA Mtb inh 1, PrPC surface inh -5 and MazEF act 1.
Screening O=C(c1cccc(N2CCCC2=O)c1)N1CCC2(CC1)OCCO2 returned FadD28 FP inh -1.2, BoNT F protease -17, Mtb UGM inh -0.2, Mtb BioA inh -1.0, Rv3671c protease 8, GDH-TPI inh -2, FBA Mtb inh 1, PrPC surface inh 3 and MazEF act 2.
Screening O=c1cc(N2CCOCC2)[nH]c(=O)n1C1CCCCC1 returned FadD28 FP inh -2.1, BoNT F protease 0, Mtb UGM inh 0.3, Mtb BioA inh -0.2, Rv3671c protease 13, GDH-TPI inh 2, FBA Mtb inh 3, PrPC surface inh 4 and MazEF act -12.
For Cc1nc(-c2ccc(S(=O)(=O)N3CCN(C(c4ccccc4)c4ccccc4)CC3)s2)cs1 the results were FadD28 FP inh -2.9, BoNT F protease inconclusive, Mtb UGM inh -1.2, Mtb BioA inh -1.1, Rv3671c protease -7, GDH-TPI inh 10, FBA Mtb inh 0, PrPC surface inh 4 and MazEF act -6.
Screening CC(C(=O)N(C)Cc1ccccc1)N1CCN(C/C=C/c2ccccc2)CC1 (stereo not given) returned FadD28 FP inh -2.1, BoNT F protease -4, Mtb UGM inh -1.1, Mtb BioA inh 3.1, Rv3671c protease 2, GDH-TPI inh 6, FBA Mtb inh 3, PrPC surface inh -7 and MazEF act 1.
For O=C(NC1CCCC1)C(c1cccnc1)N(C(=O)c1ccco1)c1ccc(F)cc1 (stereo not given) the results were FadD28 FP inh -0.9, BoNT F protease 7, Mtb UGM inh -1.7, Rv3671c protease 2, GDH-TPI inh 1, FBA Mtb inh 4, PrPC surface inh 8 and MazEF act 3.
N#Cc1ccc(NC(=O)Cn2c3[n+](c4ccc(C(F)(F)F)cc42)CCCCC3)cc1 was read as FadD28 FP inh -0.7, BoNT F protease -4, Mtb UGM inh -1.4, Rv3671c protease -1, GDH-TPI inh 3, FBA Mtb inh -4, PrPC surface inh -8 and MazEF act -3.
For CC(=O)c1c(C)[nH]c(C(=O)OCC(=O)N2CCN(S(=O)(=O)c3ccc(C)cc3C)CC2)c1C the results were FadD28 FP inh -4.3, BoNT F protease inconclusive, Mtb UGM inh -3.1, Mtb BioA inh 0.6, Rv3671c protease -4, GDH-TPI inh -3, FBA Mtb inh 0, PrPC surface inh 13 and MazEF act -2.
Screening O=C(NNC(=O)c1cccs1)c1csc(N2CCOCC2)n1 returned FadD28 FP inh -1.0, BoNT F protease 6, Mtb UGM inh -1.3, Mtb BioA inh -1.1, Rv3671c protease 6, GDH-TPI inh 14, FBA Mtb inh 2, PrPC surface inh -8 and MazEF act 4.
`CCCCn1c(CN2CCN(c3ccccc3)CC2)nc2c1c(=O)n(C)c(=O)n2C` gave FadD28 FP inh -1.3, BoNT F protease 7, Mtb UGM inh -3.1, Mtb BioA inh 7.5, Rv3671c protease 9, GDH-TPI inh 6, FBA Mtb inh -1 and MazEF act -5.
`Cn1c(SCC(=O)Nc2ccccc2)nc2ccccc2c1=O` gave FadD28 FP inh 0.3, BoNT F protease -5, Mtb UGM inh 0.5, Mtb BioA inh -2.0, GDH-TPI inh 0, FBA Mtb inh 1, PrPC surface inh 3 and MazEF act -10.
CCCC(=O)Nc1cccc(C(=O)Nc2nccs2)c1 was read as FadD28 FP inh -2.7, BoNT F protease 1, Mtb UGM inh -0.7, Mtb BioA inh -1.7, Rv3671c protease -4, GDH-TPI inh 4, FBA Mtb inh 2, PrPC surface inh 10 and MazEF act 1.
Screening O=C(COC(=O)C1CCCCC1)Nc1ccccc1OC(F)F returned FadD28 FP inh -0.2, BoNT F protease -4, Mtb UGM inh -0.4, Rv3671c protease 1, GDH-TPI inh -3, FBA Mtb inh 0, PrPC surface inh 11 and MazEF act 10.

Random excerpt: two compounds from above
Screening O=C(COC(=O)C1CCCCC1)Nc1ccccc1OC(F)F returned FadD28 FP inh -0.2, BoNT F protease -4, Mtb UGM inh -0.4, Rv3671c protease 1, GDH-TPI inh -3, FBA Mtb inh 0, PrPC surface inh 11 and MazEF act 10.
For CCOC(=O)C1(CCOc2ccccc2)CCN(CC(O)CO)CC1 (stereo not given) the results were FadD28 FP inh -2.2, BoNT F protease -12, Mtb UGM inh -2.5, Mtb BioA inh -0.8, Rv3671c protease -8, GDH-TPI inh -7, FBA Mtb inh 1, PrPC surface inh -5 and MazEF act 1.

Of the compounds above, these have a furan ring, fused or not:
For Cc1ccc(-c2ccc(/C=C3/NC(=O)NC3=O)o2)cc1[N+](=O)[O-] the results were FadD28 FP inh -1.6, BoNT F protease 2, Mtb BioA inh -0.2, GDH-TPI inh 24, FBA Mtb inh 0, PrPC surface inh -3 and MazEF act -15.
For O=C(NC1CCCC1)C(c1cccnc1)N(C(=O)c1ccco1)c1ccc(F)cc1 (stereo not given) the results were FadD28 FP inh -0.9, BoNT F protease 7, Mtb UGM inh -1.7, Rv3671c protease 2, GDH-TPI inh 1, FBA Mtb inh 4, PrPC surface inh 8 and MazEF act 3.
